Bcl-2 Bim block = inhibitors of Bim-Bcl-2 binding, primary screen, biochemical, multiplexed, human Bcl-2 family. Apoptosis regulator Bcl-2 (Homo sapiens), P10415. Bead-based flow cytometry, Bim peptide-Bcl-2 binding. inhibition, % at 10 µM. hit rate 0.06% among 190,000. AID 950, 2007; in the data active = inhibition above about 40%; inconclusive = no clear call, values can overlap the other calls;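 also: 0% = no compound wells with probe peptide and 100% = reference peptide inhibitor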
Bcl-XL Bim block = inhibitors of Bim-Bcl-XL binding, primary screen, biochemical, multiplexed, bead flow cytometry, human Bcl-XL. Bim peptide-Bcl-XL binding, fluorescence. hit rate 0.04% among 190,000. Bcl-2-like protein 1 (Homo sapiens), Q07817. inhibition, % at 10 µM
GSH fluor = compound fluorescence on glutathione beads, profiling panel, artefact control, biophysical, 488/530 nm, flow cytometry. GSH beads flow cytometry, compound fluorescence 488/530 nm; hits give high values. hit rate 0.25% among 190,000. fluorescence (KMESF) at 10 µM; in the data active = fluorescence above about 89;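 also: glutathione beads carrying GST-tagged Bcl family fusion proteins plus one bare bead set; values are compound well signal with DMSO vehicle wells as background; inactives centre near 16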
ABCB1 block = ABCB1 efflux pump inhibitors, primary screen, cell-based, multiplex, flow cytometry, ABCG2 counter-screen; CCRF-Adr cells, JC-1 efflux; hit rate 0.067% among 190,000; AID 1326, 2008; inhibition, % at 6.6 µM; in the data active = inhibition above about 40%;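 also: 0% = vehicle and 100% = reference inhibitor; higher value means more JC-1 retained so stronger ABCB1 efflux block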
Target sequence (P08183 whole entry, looked up): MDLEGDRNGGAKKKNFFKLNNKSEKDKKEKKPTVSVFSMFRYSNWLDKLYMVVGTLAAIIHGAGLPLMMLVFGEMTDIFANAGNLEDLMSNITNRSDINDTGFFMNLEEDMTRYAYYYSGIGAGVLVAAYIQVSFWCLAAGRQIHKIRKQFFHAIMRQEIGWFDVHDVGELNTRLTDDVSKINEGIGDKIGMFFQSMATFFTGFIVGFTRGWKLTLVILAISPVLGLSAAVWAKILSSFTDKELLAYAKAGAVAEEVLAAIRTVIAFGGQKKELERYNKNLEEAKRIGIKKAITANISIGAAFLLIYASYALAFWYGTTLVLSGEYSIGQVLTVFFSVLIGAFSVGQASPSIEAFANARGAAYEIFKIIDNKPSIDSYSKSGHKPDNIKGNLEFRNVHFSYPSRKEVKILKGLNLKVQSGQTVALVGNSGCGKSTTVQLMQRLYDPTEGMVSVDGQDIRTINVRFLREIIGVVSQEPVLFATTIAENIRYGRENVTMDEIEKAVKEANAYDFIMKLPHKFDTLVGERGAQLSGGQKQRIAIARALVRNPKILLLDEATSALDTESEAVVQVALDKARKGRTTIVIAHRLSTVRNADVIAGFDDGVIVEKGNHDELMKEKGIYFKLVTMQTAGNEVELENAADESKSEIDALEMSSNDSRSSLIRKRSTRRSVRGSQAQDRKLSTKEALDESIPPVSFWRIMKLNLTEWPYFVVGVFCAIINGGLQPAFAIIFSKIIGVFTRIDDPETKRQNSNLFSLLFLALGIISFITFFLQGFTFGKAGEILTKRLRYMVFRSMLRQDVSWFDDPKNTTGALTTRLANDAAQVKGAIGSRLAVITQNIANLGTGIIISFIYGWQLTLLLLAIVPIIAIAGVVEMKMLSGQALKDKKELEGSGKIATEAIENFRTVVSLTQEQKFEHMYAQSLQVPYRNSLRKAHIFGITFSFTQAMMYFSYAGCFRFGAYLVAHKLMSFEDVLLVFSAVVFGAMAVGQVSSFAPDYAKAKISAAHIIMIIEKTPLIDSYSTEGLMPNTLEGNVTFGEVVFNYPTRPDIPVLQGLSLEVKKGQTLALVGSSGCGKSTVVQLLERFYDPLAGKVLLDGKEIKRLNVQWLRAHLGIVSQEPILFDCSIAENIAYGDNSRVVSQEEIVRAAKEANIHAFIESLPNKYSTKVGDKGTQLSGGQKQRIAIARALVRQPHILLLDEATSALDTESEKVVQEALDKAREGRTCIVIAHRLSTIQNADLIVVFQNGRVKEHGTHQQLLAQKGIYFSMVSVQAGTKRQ
RGS4-Gao reg = modulators of RGS4 binding to Galphao, primary screen, biochemical, multiplexed bead flow cytometry; Guanine nucleotide-binding protein G(o) subunit alpha (Homo sapiens), P09471; actives lie on both sides; binding response (% of control), % at 10 µM; hit rate 0.33% among 220,000; AID 1415, 2008; in the data active = binding response below about 49% or above about 150%; inactive = in between;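 also: fluorescent Galphao activated with aluminum fluoride binding bead-coupled RGS4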
RGS8-Gao = RGS8-Galphao binding modulators, primary screen, biochemical, multiplexed bead flow cytometry | AID 1423, 2008 | actives lie on both sides | response (percent of control binding), % at 10 µM | Guanine nucleotide-binding protein G(o) subunit alpha (Homo sapiens), P09471 | hit rate 0.34% among 220,000; in the data active = response below about 60% or above about 140%; inactive = in between;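 also: Galphao activated as the GDP aluminium fluoride complex binding bead-coupled RGS8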
Bim-Bfl-1 = inhibitors of Bim binding to Bfl-1, primary screen, biochemical, multiplexed, bead-based flow cytometry | Bcl-2-related protein A1 (Homo sapiens), Q16548 | Bim-Bfl-1 binding inhibition | inhibition, % at 10 µM | hit rate 0.12% among 190,000 | AID 1008, 2008;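 also: 0% = wells without compound plus tracer and 100% = blocker peptide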
Bim-Bcl-W = inhibitors of Bim binding to Bcl-W, primary screen, biochemical, multiplexed, bead-based flow cytometry. inhibition, % at 10 µM. Bim peptide-Bcl-W binding. hit rate 0.02% among 190,000. Bcl-2-like protein 2 (Homo sapiens), Q92843;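 also: 0% = bound tracer without compound and 100% = peptide blocker; higher means less fluorescent Bim peptide bound to Bcl-W beads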
RGS7-Gao = RGS7-Galphao binding modulators, primary screen, biochemical, multiplexed bead flow cytometry. Guanine nucleotide-binding protein G(o) subunit alpha (Homo sapiens), P09471. actives lie on both sides. binding response (% of control), % at 10 µM. hit rate 0.35% among 220,000. AID 1439, 2008; in the data active = binding response below about 49% or above about 150%; inconclusive = no clear call, values can overlap the other calls; inactive = in between;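 also: fluorescent Galphao held in activated GDP-AlF4 state binding bead-coupled RGS7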
Bim-Bcl-B = inhibitors of Bim-Bcl-B binding, primary screen, biochemical, multiplexed, human Bcl-2 family | bead-based flow cytometry, Bim peptide-Bcl-B binding | inhibition, % at 10 µM | hit rate 0.073% among 190,000;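 also: 0% = tracer peptide without compound and 100% = reference inhibitor peptide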
ABCG2 inh = ABCG2 efflux pump inhibitors, primary screen, multiplex with ABCB1, IgMXP3 cells, flow cytometry | Broad substrate specificity ATP-binding cassette transporter ABCG2 (Homo sapiens), Q9UNQ0 | JC-1 efflux | inhibition, % at 6.6 µM | hit rate 0.1% among 190,000;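 active = inhibition above 80%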;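 also: 0% = DMSO and 100% = nicardipine control wells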
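Assay system – ABCG2 IgMXP3 and barcoded ABCB1 CCRF-Adr cell mix · Input – 3 million cells/mL in well · Reagent – JC-1 fluorescent substrate · Compound – single test compound dose, 6.6 µM final · Timing – 10 min exposure at 25 °C with rotation, no wash · Detection – flow cytometry of retained JC-1 fluorescence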
* marks the source's active call; other numbers are inactive results; ? = inconclusive; · = not tested or not shown. Rule as the data show it, unless noted: active = inhibition above about 40%.

1. O=C(COC(=O)/C=C/c1cccs1)Nc1cccc(S(=O)(=O)N2CCOCC2)c1
2. CCC[C@@H]1C[C@@H](C(=O)N[C@@H](C2O[C@H](SC)[C@H](O)[C@@H](O)[C@H]2O)[C@H](C)Cl)N(C)C1 (some centres not stated)
3. COc1ccc(/C(O)=C2/C(=O)C(=O)N(CCN(C)C)C2c2ccc(OC)c(OC)c2)c(C)c1 (configuration not stated)
4. Oc1ccccc1N1CCN(C(=S)Nc2ccc(SC(F)F)cc2)CC1
5. Brc1ccc(-n2cc(-c3ccccc3)c3c(NN4CCOCC4)ncnc32)cc1
6. COc1ccc2oc(C(=O)NCCC(C)C)c(C)c2c1
7. CCOc1ccc(CCNC(=O)Cn2cccc2C(=O)c2ccccc2)cc1OCC
8. Cc1cc(C)c2c(c1)-c1c(ssc1=S)C(C)(C)N2C(=O)CN1C(=O)c2ccccc2C1=O
Screen / compound no.,1,2,3,4,5,6,7,8
Bcl-2 Bim block,1.0,-2.0,-5.0,-6.0,-9.0,-2.0,0.0,-7.0
Bcl-XL Bim block,0.0,-1.0,-4.0,-3.0,-9.0,1.0,-3.0,-6.0
GSH fluor,15,13,8,57,11,11,23,11
ABCB1 block,0.8,-0.1,0.8,-0.2,3.2,0.5,-1.4,6.3
RGS4-Gao reg,98.2,92.7,88.3,100.4,103.0,106.1,101.5,99.0
RGS8-Gao,98.4,98.1,94.8,101.7,99.9,103.7,102.2,99.9
Bim-Bfl-1,-1.0,-7.0,-4.0,-4.0,-6.0,-5.0,0.0,-13.0
Bim-Bcl-W,3.0,0.0,-5.0,-1.0,-4.0,1.0,-2.0,-2.0
RGS7-Gao,?,88.8,95.9,101.3,98.0,?,99.2,101.0
Bim-Bcl-B,-1.0,-1.0,-2.0,-12.0,-10.0,-2.0,-4.0,-6.0
ABCG2 inh,5.5,-2.4,3.9,1.0,7.3,5.1,-6.4,30.6

Single records, from the list above. Order of values: Bcl-2 Bim block	Bcl-XL Bim block	GSH fluor	ABCB1 block	RGS4-Gao reg	RGS8-Gao	Bim-Bfl-1	Bim-Bcl-W	RGS7-Gao	Bim-Bcl-B	ABCG2 inh
CCC[C@@H]1C[C@@H](C(=O)N[C@@H](C2O[C@H](SC)[C@H](O)[C@@H](O)[C@H]2O)[C@H](C)Cl)N(C)C1 (some centres not stated) is entered as -2.0	-1.0	13	-0.1	92.7	98.1	-7.0	0.0	88.8	-1.0	-2.4
Oc1ccccc1N1CCN(C(=S)Nc2ccc(SC(F)F)cc2)CC1 is entered as -6.0	-3.0	57	-0.2	100.4	101.7	-4.0	-1.0	101.3	-12.0	1.0
CCOc1ccc(CCNC(=O)Cn2cccc2C(=O)c2ccccc2)cc1OCC is entered as 0.0	-3.0	23	-1.4	101.5	102.2	0.0	-2.0	99.2	-4.0	-6.4
COc1ccc2oc(C(=O)NCCC(C)C)c(C)c2c1 is entered as -2.0	1.0	11	0.5	106.1	103.7	-5.0	1.0	?	-2.0	5.1

(more compounds)
9. Cc1ccc(-c2nnn(CC(=O)N(c3ccccc3)C(C(=O)NC3CCCC3)c3ccco3)n2)o1 (configuration not stated)
10. Cc1n[nH]c(=O)nc1N1CCN(c2ccccc2)CC1
11. Cc1ccccc1NC(=S)N(C)C1(c2ccccc2Cl)CCCCC1=O (configuration not stated)
12. CCOC(=O)c1ccc(NC(=O)c2ccc(CN3CCOCC3)cc2)cc1
13. O=C(CSc1cccc[n+]1[O-])NC(=O)c1ccc(OC(F)F)cc1
14. C=CCNCCOCCSc1ccc(Cl)cc1
15. COC(=O)c1ccccc1NC(=O)CSc1nnc(C(CO)NC(=O)c2ccccc2Cl)n1C (configuration not stated)
16. CC[C@H](C)/C=C(C)/C=C/C1=CC2=CC(=O)[C@]3(C)OC(=O)[C@@H](C(C)=O)[C@@H]3C2=CO1
Screen / compound no.,9,10,11,12,13,14,15,16
Bcl-2 Bim block,-3.0,2.0,-5.0,-4.0,-2.0,1.0,0.0,0.0
Bcl-XL Bim block,-6.0,-12.0,-6.0,-2.0,-4.0,0.0,-2.0,5.0
GSH fluor,5,31,18,10,14,13,13,22
ABCB1 block,1.8,0.0,1.8,0.3,1.5,·,0.7,0.2
RGS4-Gao reg,98.4,100.3,99.7,106.8,93.9,100.5,104.4,99.0
RGS8-Gao,98.6,97.4,100.4,104.4,97.6,99.3,103.2,99.1
Bim-Bfl-1,-12.0,-2.0,-2.0,-15.0,-3.0,-1.0,-2.0,2.0
Bim-Bcl-W,4.0,-1.0,-4.0,-5.0,0.0,-1.0,1.0,4.0
RGS7-Gao,100.2,97.0,100.3,104.5,?,99.3,102.5,96.4
Bim-Bcl-B,-8.0,-1.0,-6.0,-7.0,-2.0,-4.0,0.0,-4.0
ABCG2 inh,3.4,0.2,9.4,1.9,4.8,·,3.0,0.1

17. COc1ccc(N2C(=O)CC(N(CCc3ccccc3)C(=O)/C=C/C(=O)O)C2=O)cc1 (configuration not stated)
18. CCOC(=O)c1nn(-c2ccc(C)c(C)c2)cc1O
19. COc1cc(OC)c(OC)cc1CNCCNC(=O)c1nonc1N
20. COc1cccc(-n2ccnc2SCC(=O)Nc2ccccc2)c1
21. Cn1c(=O)cc(Cl)[nH]c1=O
22. Cc1cc(NS(=O)(=O)c2ccc(NC(=O)c3oc4ccccc4c3C)cc2)no1
23. Cc1cc(C)cc(OCc2nnc(SCC(=O)OC(C)C)o2)c1
24. COc1cccc(C(=O)NN2c3ccccc3CCc3ccccc32)c1
Screen / compound no.,17,18,19,20,21,22,23,24
Bcl-2 Bim block,-3.0,-6.0,-1.0,-6.0,-3.0,-5.0,-7.0,0.0
Bcl-XL Bim block,-2.0,1.0,-3.0,-8.0,0.0,-4.0,-1.0,-3.0
GSH fluor,12,37,25,52,14,47,37,12
ABCB1 block,0.4,-0.1,0.6,0.6,-0.2,-0.1,0.1,0.4
RGS4-Gao reg,84.3,105.5,97.6,100.6,101.5,105.5,101.7,95.2
RGS8-Gao,92.8,100.9,96.8,102.1,104.4,100.2,98.7,104.8
Bim-Bfl-1,-4.0,-11.0,-7.0,-10.0,0.0,-10.0,-12.0,1.0
Bim-Bcl-W,0.0,1.0,-2.0,1.0,0.0,2.0,-1.0,-6.0
RGS7-Gao,89.3,105.4,96.9,99.7,?,105.3,100.2,99.9
Bim-Bcl-B,-6.0,-8.0,-7.0,-5.0,0.0,-7.0,-7.0,0.0
ABCG2 inh,0.8,0.0,5.6,3.9,1.9,0.2,0.5,-2.9

25. Cc1ccc(S(=O)(=O)NCc2cccnc2)s1
26. CCCc1cc(=O)[nH]c(Nc2cc(OC)ccc2OC)n1
27. CCN(CC)S(=O)(=O)c1cc(NC(=O)CSc2nccn2C)ccc1C
28. CCCn1c(N)c(C(=O)CSc2nc3ccccc3s2)c(=O)[nH]c1=O
29. CC1CC(C)CN(C(=O)C(NS(=O)(=O)c2ccc(Br)s2)c2ccccc2)C1 (configuration not stated)
30. O=C(CSc1c(Cl)cccc1Cl)NC1CCCc2ccccc21 (configuration not stated)
31. CCN(CC)S(=O)(=O)c1cccc(C(=O)OCC(=O)C23CC4CC(CC(C4)C2)C3)c1
32. CC(C)OC(=O)n1c(=S)oc2ccccc21
Screen / compound no.,25,26,27,28,29,30,31,32
Bcl-2 Bim block,-9.0,-10.0,-3.0,-3.0,0.0,1.0,-3.0,-1.0
Bcl-XL Bim block,-11.0,-9.0,-2.0,-2.0,0.0,-7.0,-1.0,0.0
GSH fluor,35,36,25,14,6,11,18,15
ABCB1 block,0.4,0.4,0.9,0.4,-0.5,-0.5,1.7,1.0
RGS4-Gao reg,98.1,94.0,98.1,99.2,101.7,98.8,102.5,101.7
RGS8-Gao,87.1,96.5,101.5,99.4,101.2,103.4,101.9,97.5
Bim-Bfl-1,-16.0,-19.0,-6.0,-4.0,3.0,0.0,0.0,0.0
Bim-Bcl-W,-1.0,-2.0,-3.0,3.0,0.0,-2.0,-1.0,-1.0
RGS7-Gao,95.2,93.8,?,?,99.7,104.8,97.8,100.2
Bim-Bcl-B,-13.0,-7.0,-3.0,-6.0,-2.0,-1.0,1.0,-4.0
ABCG2 inh,3.8,60.9,6.2,10.8,-1.1,-2.6,9.2,4.5

33. COc1ccc(C(=O)N2CCN(c3ccc(C)cc3)CC2)cc1OC
34. Cc1ccc(C(C(=O)NC2CCCC2)N(Cc2ccc(F)cc2)C(=O)c2csnn2)o1 (configuration not stated)
35. COc1ccc(CC(=O)Nc2cccc(/C(C)=N/NC(=O)c3cccc([N+](=O)[O-])c3)c2)cc1
36. CCN(c1cccc(C(F)(F)F)c1)S(=O)(=O)c1ccc2c(c1)CCN2C(=O)C1CC1
37. CCCSc1nc(C)c2cc(C)cc(C)c2n1
38. CC(=O)Nc1sc2c(c1-c1nc3ccccc3s1)CCN(C(C)C)C2
39. OCC#CCSc1nnc(-c2ccc(Br)cc2)o1
40. C=CCn1c(=O)c(C(=O)Nc2cccnc2)c(O)c2ccccc21
41. COc1ccc(C(=S)NC2CCCCC2)cc1
42. CC(=O)C1=C(c2ccccc2)NC(=O)NC1c1ccccc1OCC(=O)Nc1ccccc1 (configuration not stated)
43. O=C(CC(c1ccccc1)c1cc(Br)ccc1O)N1CCCC1 (configuration not stated)
Screen / compound no.,33,34,35,36,37,38,39,40,41,42,43
Bcl-2 Bim block,-8.0,-9.0,-3.0,-8.0,-1.0,-4.0,-2.0,-14.0,-12.0,-6.0,0.0
Bcl-XL Bim block,-2.0,-3.0,-1.0,-8.0,-3.0,-2.0,-4.0,-6.0,-8.0,0.0,1.0
GSH fluor,19,17,8,25,19,19,12,19,20,56,16
ABCB1 block,0.7,1.1,0.5,2.0,0.4,7.1,-8.3,0.7,0.6,0.4,0.5
RGS4-Gao reg,103.4,101.6,100.4,101.8,95.0,110.1,101.4,100.9,92.1,100.4,99.6
RGS8-Gao,100.6,101.8,101.1,104.3,94.2,104.4,100.2,103.2,89.7,100.6,101.2
Bim-Bfl-1,-14.0,-13.0,0.0,-19.0,2.0,-5.0,-2.0,1.0,-1.0,-7.0,0.0
Bim-Bcl-W,-3.0,-1.0,-3.0,-3.0,-3.0,-1.0,-5.0,-1.0,-3.0,4.0,-6.0
RGS7-Gao,101.6,121.1,100.0,101.5,91.1,114.1,101.1,99.2,116.3,102.2,114.8
Bim-Bcl-B,-3.0,-7.0,2.0,-5.0,-8.0,-7.0,-5.0,-6.0,-21.0,-7.0,3.0
ABCG2 inh,4.0,0.8,5.1,17.7,3.1,8.9,-2.6,18.6,6.5,2.6,-0.1

Source: PubChem
